# AMA1-RON2 inh: qHTS for Inhibitors of AMA1-RON; Towards Development of Antimalarial Drug Lead: Primary Screen. Plasmodium falciparum AMA1 (3D7) - RON2 peptide interaction. AlphaScreen AMA1-biotinylated RON2 peptide binding. Potency, µM (titrated, usually from 58.2 µM), for the others: at the highest dose activity change, negative = inhibition, most hits filed as inhibitors. hit rate 0.2% among 360,000;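 further: potency means the concentration at half of the fitted maximal effect; 0% = vehicle wells and -100% = peptide control; nearly all actives have a fitted effect of over 45% in size; some results filed as inactive show a strong effect at the top dose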
#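 AMA1 (3D7) with his tag at 25 nM final met compounds first, then biotinylated RON2 peptide at 25 nM; detection used donor plus acceptor beads, 10 µg/mL apiece, read by AlphaScreen after 30 min at room temperature.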
# Sm TGR inh: qHTS Assay for the Inhibitors of Schistosoma Mansoni Peroxiredoxins. Schistosoma mansoni thioredoxin glutathione reductase (TGR), Q962Y6. purified TGR, DTNB reduction, TNB absorbance 405 nm. Potency, µM (series often up to 114 µM), inactives show at the top dose activity change, negative = inhibition, usual class: inhibitors. hit rate 3% among 360,000; further: potency means the concentration at half of the fitted maximal effect; nearly all actives have a fitted effect of over 60% in size
#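 Kinetic colorimetric format: TGR-catalysed, NADPH-driven DTNB reduction monitored via TNB absorbance. Enzyme dispensed at 20 nM; compound exposure 15 min at room temperature before reaction start.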
# AmpC inh detg: qHTS Inhibitors of AmpC Beta-Lactamase (assay with detergent); P00811; AmpC hydrolysis of nitrocefin, absorbance 480 nm, 0.01% Triton; Potency, µM (titrated, usually from 114 µM), without a hit: at the top dose activity change, negative = inhibition, usual class: inhibitors; hit rate 0.041% among 370,000; AID 485294, 2010;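 further: potency means the concentration at half of the fitted maximal effect; 0% = no-compound wells and -100% = no-enzyme wells; nearly all actives have a fitted effect of over 25% in size; some results filed as inactive show a strong effect at the top dose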
# Target sequence (P00811 whole entry, looked up): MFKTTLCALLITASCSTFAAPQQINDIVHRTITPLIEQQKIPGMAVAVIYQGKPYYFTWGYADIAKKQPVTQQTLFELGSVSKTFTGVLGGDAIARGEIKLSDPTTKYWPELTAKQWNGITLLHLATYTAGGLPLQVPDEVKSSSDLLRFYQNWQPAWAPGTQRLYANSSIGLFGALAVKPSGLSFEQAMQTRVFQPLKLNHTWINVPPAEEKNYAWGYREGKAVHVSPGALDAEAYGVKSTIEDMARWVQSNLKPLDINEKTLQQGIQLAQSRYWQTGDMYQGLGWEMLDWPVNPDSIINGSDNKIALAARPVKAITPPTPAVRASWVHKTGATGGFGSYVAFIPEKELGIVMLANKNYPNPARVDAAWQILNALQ
#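 20 mM phosphate pH 7.0 + 0.01% (detergent screen) or 0.0001% Triton X-100; 5.3 nM AmpC reagent; cpd preinc 15 min RT; nitrocefin (800 uM stock) to start; A480 q20 s × 4 min; Activity was normalised to no-enzyme and no-compound control wells.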
# Tb PYK inh: qHTS of Trypanosoma Brucei Inhibitors. hit rate 0.12% among 410,000. Potency, µM (series often up to 76.8 µM), inactives show at the top dose activity, negative = inhibition, actives largely listed as inhibitors. TbPYK enzyme, Kinase-Glo Plus ATP luminescence, 45 min. pyruvate kinase (Trypanosoma brucei), Q57TT1. AID 624173, 2012; further: potency means the concentration at half of the fitted maximal effect; nearly all actives have a fitted effect of over 50% in size
#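 Readout: single end-point luminescence (Kinase-Glo Plus, 10 min). Reaction conditions were TbPYK/substrate plus 130 uM ADP, 45 min at RT, pH 7.2 TEA buffer. No-enzyme wells served as controls, and data were normalized before concentration-response fitting.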
# AmpC no deterg: qHTS Inhibitors of AmpC Beta-Lactamase (assay without detergent) | AmpC nitrocefin hydrolysis, absorbance 480 nm, 0.0001% Triton | Potency, µM (titrated, usually from 57.1 µM), without a hit: top-dose activity change, negative = inhibition, hits mostly inhibitors | hit rate 0.52% among 330,000 | AID 485341, 2010;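 further: potency means the concentration at half of the fitted maximal effect; plate controls were no compound for no effect and no enzyme for full effect; nearly all actives have a fitted effect of over 20% in size; some results filed as inactive show a strong effect at the top dose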
#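 AmpC (5.3 nM in the dispensed reagent) in 20 mM phosphate pH 7.0 with 0.01% (detergent screen) or 0.0001% Triton X-100 was preincubated with compounds for 15 min at room temperature. Nitrocefin was then added from an 800 uM solution, and hydrolysis was followed at 480 nm.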
# LmPK inhibitor: qHTS Assay for Inhibitors of Leishmania Mexicana Pyruvate Kinase (LmPK); Q27686; purified LmPK, Kinase-Glo ATP luminescence, 1 h; Potency, µM (series often up to 57.5 µM), inactives show at the top dose activity change, negative = inhibition, usual class: inhibitors; hit rate 0.37% among 290,000; further: potency means the concentration at half of the fitted maximal effect
# Target sequence (Q27686 whole entry, looked up): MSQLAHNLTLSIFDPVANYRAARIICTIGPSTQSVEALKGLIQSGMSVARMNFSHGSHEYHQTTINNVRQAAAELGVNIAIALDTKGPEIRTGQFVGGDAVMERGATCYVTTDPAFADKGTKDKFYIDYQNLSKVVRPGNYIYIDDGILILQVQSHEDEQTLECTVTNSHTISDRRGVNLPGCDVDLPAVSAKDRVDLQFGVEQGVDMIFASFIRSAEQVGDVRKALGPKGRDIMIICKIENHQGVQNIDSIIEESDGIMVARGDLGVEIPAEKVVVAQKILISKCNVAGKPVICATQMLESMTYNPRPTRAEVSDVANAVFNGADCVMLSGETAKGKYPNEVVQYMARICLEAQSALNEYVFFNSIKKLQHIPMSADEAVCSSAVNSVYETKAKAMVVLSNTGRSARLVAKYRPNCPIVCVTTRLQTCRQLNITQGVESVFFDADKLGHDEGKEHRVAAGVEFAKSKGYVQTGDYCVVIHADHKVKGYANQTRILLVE
#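 Screened at intermediate enzyme activity to detect both inhibitors and activators: LmPK at 0.1 nM, with a 0.5 nM enzyme column as activation reference. PEP 0.5 mM, ADP 0.1 mM; ATP detected by luminescence after 1 h.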
# HCMV inh: qHTS Assay for inhibitors of the human cytomegalovirus (HCMV). HFF cells, HCMV-luciferase reporter, 72 h; active compounds read low. activity change, negative = inhibition, % at 57.5 µM. hit rate 4.5% among 410,000. AID 1259415, 2018; in the data active means activity change below about -60%; inconclusive means no clear call, values can overlap the other calls; inactive means above about -39%
#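 Human foreskin fibroblasts infected with luciferase-reporter HCMV at MOI 1 PFU/cell, compounds at two doses. Luciferase measured 72 h post infection; normalized to buffer-only basal and Salinomycin (10uM) controls.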
# Starred values were filed as active, the others as inactive; ? = inconclusive; · = not tested or not shown; [ ] = remark or other dose. Unless noted, the call rests on the fitted dose curve; in most records, active means well fitted curve in the direction sought with a large enough effect; inconclusive means small, poorly fitted or top-dose-only effect, or another doubt; inactive means no such curve, though single readings can be large; an effect the other way counts as inactive or inconclusive. Unless noted, on the % scale 0 is the no-effect control and ±100 the full control effect.
SMILES,AMA1-RON2 inh,Sm TGR inh,AmpC inh detg,Tb PYK inh,AmpC no deterg,LmPK inhibitor,HCMV inh
FC(F)(F)c1ccc(Sc2nnc(-c3cccs3)n2CC2CCCO2)nc1 (stereo not given),-2%,-25%,2%,-8%,1%,4%,?
Oc1c(/C=N/Nc2cccc3cccnc23)ccc2ccccc12,4%[11.6 µM],-2%,0%,2%,-36%,-2%,73
CCCn1c(=O)c(C(=O)NCCc2ccc(OC)cc2)c(O)c2ccccc21,164%[activator],15%,-5%,-3%,-7%,1%,7
COc1cccc(NC(=O)CCC(=O)NCc2ccco2)c1,2%,-11%,1%,3%,-9%,1%,39
CC(C)(C)OC(=O)C[C@H]1C/C=C\C[C@H](CC(=O)NCCO)C(=O)N[C@@H](Cc2ccccc2)COC1=O,0%,·,·,1%,18%,·,-14
CC(=O)c1ccc(N2CCN(Cc3nc(Cc4ccccc4)no3)CC2)cc1,-2%,0%,1%,-7%,64%[activator],1%,55
Cc1ccc(NC(=O)c2ccc(C(C)(C)C)cc2)cc1[N+](=O)[O-],-28%,3%,?,-1%,-19%,-6%,?
Brc1ccc(-c2nc(N3CCN(c4ccccc4)CC3)c3ccccc3n2)cc1,·,2%,-1%,2%,·,·,?
CCCn1c(=O)c(-c2ccccc2)c(O)c2ccccc21,-15%,4%,-9%,2%,-27%,6%,-10
CCCCCSc1nnc(C)c(=O)[nH]1,0%,4%,2%,2%,-6%,1%,15
O=C(NCCCCc1ccccc1)Nc1ccc(F)cc1F,4%,4%,-1%,6%,-56%,1%,-1
Cc1noc(C)c1S(=O)(=O)N1CCC(C(=O)N2CCC(C)CC2)CC1,2%,-14%,-1%,5%,-1%,-7%,-12
CC(=O)NCCNC(=O)CCCn1c(=O)[nH]c2ccsc2c1=O,·,4%,?,7%,·,·,1
CCN(CC)c1ccc2cc(NC(=O)CCC(=O)O)c(=O)oc2c1,5%,4%,?,-9%,-13%,-4%,-66*
COc1ccccc1-c1cc(NC(C)=O)c2ncc(-c3ccccc3)n2c1,0%,·,·,2%,·,·,?
CCN(CC)S(=O)(=O)c1cc(C(=O)OC)ccc1Cl,-8%,-12%,0%,-9%,1%,2%,53
CCCCNC(=O)O[C@H]1C[C@@H]2CCN3C(=O)CCC(C)(C)[C@H](C1)[C@H]23,6%,0%,-8%,-4%,34%,2%,-37
O=C1C2=C(NC(=S)NC2c2ccc(Cl)cc2)NC(c2ccc(Cl)cc2)N1c1ccc(Cl)cc1 (stereo not given),79%[activator],35%,0%,1%,-17%,-2%,34
COc1ccc(Cc2nnc(NC(=O)c3cccc(F)c3)s2)cc1OC,-8%,5%,-3%,-7%,11%,7%,-4
Cc1ccc2c(C)c(C(=O)N(Cc3ccc(N(C)C)cc3)Cc3ccco3)oc2c1C,·,3%,20%,-5%,·,·,-1
Cc1ccc(Cl)cc1NS(=O)(=O)c1cc2[nH]c(=O)c(=O)[nH]c2cc1C,9%,-17%,0%,1%,-42%,6%,14
COc1ccc(C2(CNC(=O)C(=O)Nc3ccc(C)cc3)CCOCC2)cc1,14%,64%[activator],1%,-8%,-3%,0%,-30
Cc1ccc(CN(C(=O)c2cc(=O)c3cc(C)cc(C)c3o2)C2CCS(=O)(=O)C2)cc1 (stereo not given),5%,15%,-2%,4%,135%[activator],4%,21
COc1ccc(CCNC(=O)C(CC(C)C)N2Cc3ccccc3C2=O)c(OC)c1OC (stereo not given),·,3%,1%,1%,·,·,-25
COc1cc2c(cc1OC)CN(Cc1ccc(F)cc1)CC2,-2%,6%,-9%,-1%,2%,-4%,-20
O=C1Nc2ccccc2N(O)N1c1ccc(S(=O)(=O)Nc2ccccn2)cc1,-9%,-3%,?,-2%,-14%,-4%,5
O=C(NN=C1CCC(c2ccccc2)CC1)c1ccccc1-n1cccc1 (stereo not given),45%[activator],-8%,-5%,-11%,-4%,-1%,-3
O=C(Cn1ccc2cc(S(=O)(=O)N3CCCCCC3)ccc21)NCc1cccc(Cl)c1,·,4%,9%,-7%,·,·,64
Cc1cc2cc(CNC(=O)C3CCCC3)ccc2n1C,-4%,-3%,2%,-10%,-27%,-3%,27
CCCOCC1CC(CCc2nc(=S)[nH][nH]2)C(=O)O1 (stereo not given),49%[activator],-5%,-3%,-16%,-20%,2%,-20
Cc1onc(-c2ccccc2)c1C(=O)NCC1COc2ccccc2O1 (stereo not given),12%,2%,-4%,-9%,4%,-1%,-29
COc1cccc(COC(=O)c2cc(=O)[nH]c3ccc(S(=O)(=O)N4CCOCC4)cc23)c1OC,-22%,1%,-9%,5%,47%,·,5
C[C@@H]1CN([C@@H](C)CO)C(=O)CCCn2nncc2CO[C@@H]1CN(C)S(=O)(=O)c1cn(C)cn1,16%,·,·,-5%,·,·,6
Cc1ccc(/C=C2\SC(=S)N(/N=C/c3cc([N+](=O)[O-])ccc3O)C2=O)o1,11%,8.9µM*,-4%,?,-54%,-8%,·
COc1ccccc1CC(=O)Nc1sc2c(c1C(N)=O)CCCC2,4%,-9%,-12%,-2%,-33%,-4%,48
CCOC(=O)C1(Cc2ccccc2C)CCCN(C(=O)c2ccccn2)C1 (stereo not given),20%,?,3%,3%,45%,0%,45

# Brought forward from above: 2 compounds, followed by the next part.
SMILES,AMA1-RON2 inh,Sm TGR inh,AmpC inh detg,Tb PYK inh,AmpC no deterg,LmPK inhibitor,HCMV inh
COc1ccccc1CC(=O)Nc1sc2c(c1C(N)=O)CCCC2,4%,-9%,-12%,-2%,-33%,-4%,48
CCOC(=O)C1(Cc2ccccc2C)CCCN(C(=O)c2ccccn2)C1 (stereo not given),20%,?,3%,3%,45%,0%,45
Cc1cccc(NC(=S)N2CCN(C(=O)C3CCCO3)CC2)c1 (stereo not given),15%,-1%,4%,-7%,-13%,1%,?
COc1ccc(CCn2c(O)cc3nn(-c4nc5ccccc5s4)c(=O)c-3c2C)cc1,57%[activator],7%,2%,3%,10µM*,13%,26
COc1ccccc1N1CCN(c2ncc(C(=O)N3CCN(c4cccc(Cl)c4)CC3)c3ccccc23)CC1,-6%,4%,-3%,1%,-21%,-4%[11.5 µM],-37
Clc1ccc(CSc2nnc(Cn3cnc4ccccc43)o2)cc1,19%,-12%,-16%,-6%,12%,9%,-81*
CC(C)CC(=O)N1CCN(Cc2cccc(F)c2)CC1,-25%,12%,0%,-6%,-8%,-10%,5
Cc1ccc(NC(=O)CSc2nnc(NC(=O)C3CC3)s2)cc1,9%,-6%,?,-8%,71%[activator],-3%,-1
CCCOc1ccc(Cc2c(COCC)[nH]c(=S)[nH]c2=O)cc1,84%[activator],1%,-3%,-3%,-12%,4%,-27
C=CCn1c(O)c(N=Nc2ccccc2C)c2ccccc21,-5%,18µM*,10%,-20%,-27%,8%,38
O=C1CN=C(c2cccs2)c2c(sc3c2CCCC3)N1,5%,1%,3%,12%,-20%,3%,38
Cc1ccc(S(=O)(=O)CC(=O)Nc2ccc3nc(C)sc3c2)cc1,5%,-2%,4%,-7%,-16%,0%,-18
O=C(CNS(=O)(=O)c1ccc(Cl)cc1)N1CCN(c2ccc(F)cc2)CC1,-7%,·,·,4%,8%,·,-10
C[C@@H]1CCCCO[C@@H](CN(C)C(=O)Cc2ccccc2)[C@@H](C)CN([C@H](C)CO)C(=O)c2cc(NC(=O)C3CCCCC3)ccc2O1,35%[activator],·,·,-13%,·,·,-3
CN1c2ccccc2Oc2nnc(N3CCN(Cc4ccccc4)CC3)cc21,-8%,0%,2%,-1%,34%,-16%,15
COC(=O)C1=C(c2ccc(Cl)c(C(F)(F)F)c2)C[C@@H]2CC[C@H]1N2C(=O)NCCNC(C)=O,0%,-2%,8%,-4%,128%[activator],·,-7
OCCN(CCO)c1ccc(C(c2ccccc2Cl)c2ccc(N(CCO)CCO)cc2Cl)c(Cl)c1,-17%,-2%,-8%,0%,194%[activator],-2%,·

# Ordered by formula weight (falling): part of the list above.
SMILES,AMA1-RON2 inh,Sm TGR inh,AmpC inh detg,Tb PYK inh,AmpC no deterg,LmPK inhibitor,HCMV inh
C[C@@H]1CCCCO[C@@H](CN(C)C(=O)Cc2ccccc2)[C@@H](C)CN([C@H](C)CO)C(=O)c2cc(NC(=O)C3CCCCC3)ccc2O1,35%[activator],·,·,-13%,·,·,-3
COc1ccccc1N1CCN(c2ncc(C(=O)N3CCN(c4cccc(Cl)c4)CC3)c3ccccc23)CC1,-6%,4%,-3%,1%,-21%,-4%[11.5 µM],-37
COC(=O)C1=C(c2ccc(Cl)c(C(F)(F)F)c2)C[C@@H]2CC[C@H]1N2C(=O)NCCNC(C)=O,0%,-2%,8%,-4%,128%[activator],·,-7
O=C(CNS(=O)(=O)c1ccc(Cl)cc1)N1CCN(c2ccc(F)cc2)CC1,-7%,·,·,4%,8%,·,-10
CN1c2ccccc2Oc2nnc(N3CCN(Cc4ccccc4)CC3)cc21,-8%,0%,2%,-1%,34%,-16%,15
CCOC(=O)C1(Cc2ccccc2C)CCCN(C(=O)c2ccccn2)C1 (stereo not given),20%,?,3%,3%,45%,0%,45
Clc1ccc(CSc2nnc(Cn3cnc4ccccc43)o2)cc1,19%,-12%,-16%,-6%,12%,9%,-81*
Cc1ccc(NC(=O)CSc2nnc(NC(=O)C3CC3)s2)cc1,9%,-6%,?,-8%,71%[activator],-3%,-1
COc1ccccc1CC(=O)Nc1sc2c(c1C(N)=O)CCCC2,4%,-9%,-12%,-2%,-33%,-4%,48
CCCOc1ccc(Cc2c(COCC)[nH]c(=S)[nH]c2=O)cc1,84%[activator],1%,-3%,-3%,-12%,4%,-27
Cc1cccc(NC(=S)N2CCN(C(=O)C3CCCO3)CC2)c1 (stereo not given),15%,-1%,4%,-7%,-13%,1%,?
O=C1CN=C(c2cccs2)c2c(sc3c2CCCC3)N1,5%,1%,3%,12%,-20%,3%,38
C=CCn1c(O)c(N=Nc2ccccc2C)c2ccccc21,-5%,18µM*,10%,-20%,-27%,8%,38
CC(C)CC(=O)N1CCN(Cc2cccc(F)c2)CC1,-25%,12%,0%,-6%,-8%,-10%,5

# Compound activity (PubChem BioAssay)
